Screening data as filed in PubChem.
HTR5A ag ctr – HTR5A agonists in luminescence cell assay, primary screen, counter-screen for OPRM1-OPRD1 heterodimer agonist project, full-deck HTS. 5-hydroxytryptamine receptor 5A (Homo sapiens), P47898. cell-based. activation, % at 9.3 µM. hit rate 0.61% among 340,000; in the data active means activation mostly above about 9.5%, no sharp cut-off; inactive means mostly below about 7.6%;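 further: 0% = cells with vehicle only and 100% = reference agonist; strong numbers were not always called active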
Target sequence (P47898 whole entry, looked up): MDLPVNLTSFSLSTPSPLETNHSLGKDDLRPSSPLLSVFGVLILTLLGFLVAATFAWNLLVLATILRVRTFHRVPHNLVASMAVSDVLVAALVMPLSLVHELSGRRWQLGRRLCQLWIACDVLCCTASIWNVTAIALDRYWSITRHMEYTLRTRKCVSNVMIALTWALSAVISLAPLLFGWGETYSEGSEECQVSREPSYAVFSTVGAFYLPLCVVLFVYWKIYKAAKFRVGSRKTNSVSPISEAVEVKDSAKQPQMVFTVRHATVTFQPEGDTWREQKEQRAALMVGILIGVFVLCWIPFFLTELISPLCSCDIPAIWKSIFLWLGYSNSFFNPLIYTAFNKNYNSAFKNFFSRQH
Arr AP2 block – inhibitors of beta-arrestin/AP2 binding, primary screen, biochemical, GPCR trafficking, flow cytometry | FITC-arrestin peptide / GST-AP2 beads; AP2 beta2 appendage carries R879A mutation | inhibition, % at 10 µM | hit rate 0.31% among 340,000 | AID 504490, 2011;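 active means inhibition above a set limit, near 3 SD of compounds lacking own fluorescence, cut at about 54% in these data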;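 further: plate controls were DMSO wells for no effect and 5 µM unlabelled arrestin peptide for full effect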
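System: GST-AP2 R879A glutathione beads. Medium: PBS with 0.05% Tween 20 and 0.1% BSA. Also added: FITC-arrestin peptide, 50 nM. Incubation: 12 min plus 1 h, RT. Measured by: high-throughput flow cytometry of beads, ex 488, em 535 nm. Evaluation: percent drop in bead-associated FITC signal.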
HTR5A inv ctr – HTR5A inverse agonists in luminescence cell assay, primary screen, counter-screen for OPRM1-OPRD1 heterodimer inverse agonist project, full-deck HTS. 5-hydroxytryptamine receptor 5A (Homo sapiens), P47898. HTR5A cell line, inverse agonism. inhibition, % at 9.3 µM. hit rate 0.083% among 340,000; in the data active means inhibition mostly above about 23%, no sharp cut-off; inactive means mostly below about 18%;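 further: 0% = cells with DMSO and 100% = no-cell wells with DMSO; some compounds called inactive have numbers as strong as hits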
PKA-R1A act – activators of PKA-R1A holoenzyme, primary screen, biochemical, fluorescence polarization, Cy5-IP20, bovine R1A, mouse PKAc | PKA-R1A dissociation; scaled: DMSO 0%, 113 µM cGMP 100% | activation, % at 11.4 µM | hit rate 0.083% among 340,000;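 active means percent activation above the mean of all tested compounds plus 3 SD, cut at about 19% in these data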;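 further: higher means more PKAc released from R1A so a rise in polarization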
DSG3 Ab inh – inhibitors of pemphigus antibody binding to DSG3, primary screen, biochemical, bead-based, flow cytometry, scFv-GFP. Desmoglein-3 (Homo sapiens), P32926. DSG3-coupled beads, scFv-anti-DSG3-GFP binding; stronger effect = lower value. binding (percent of control), % at 10 µM. hit rate 0.48% among 310,000;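 active means binding more than 3 SD below its plate's average and above zero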; further: some compounds called inactive have numbers as strong as hits
PKA-R2B activ – activators of PKA-R2B holoenzyme, primary screen, biochemical, fluorescence polarization, Cy5-IP20, human; activation, % at 11.4 µM; PKA-R2B holoenzyme dissociation; R2B truncated from residue 108, S112A mutant; 0% DMSO only, 100% 113 µM cGMP; hit rate 0.079% among 340,000; cAMP-dependent protein kinase catalytic subunit beta (Homo sapiens) + cAMP-dependent …;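 active means activation above a cutoff set at the mean over all compounds plus 3 SD, cut at about 18% in these data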;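 further: higher means more holoenzyme dissociation and a rise in polarization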
OPRM1-OPRD1 inv – inverse agonists of MOR-DOR heterodimerization, primary screen, cell-based, luminescence; cell-based MOR-DOR heterodimer luminescence, inverse agonism; inhibition, % at 9.3 µM; hit rate 0.21% among 340,000; AID 504357, 2011; in the data active means inhibition above about 22%, passing the limit was not always enough;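 further: 0% = cells with DMSO and 100% = wells without cells with DMSO; values of inactives mirror those of a sister screen read the other way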
DAGLB inhibitor – DAGLB lipase inhibitors, primary screen, biochemical, fluorescence, HTS; HEK293T DAGLB membrane lysate, EnzChek fluorogenic substrate; inhibition, % at 5.17 µM; hit rate 0.059% among 340,000; AID 504411, 2011; in the data active means inhibition above about 34%;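 further: 0% = enzyme with vehicle and 100% = wells lacking enzyme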
Target sequence (Q8NCG7 whole entry, looked up): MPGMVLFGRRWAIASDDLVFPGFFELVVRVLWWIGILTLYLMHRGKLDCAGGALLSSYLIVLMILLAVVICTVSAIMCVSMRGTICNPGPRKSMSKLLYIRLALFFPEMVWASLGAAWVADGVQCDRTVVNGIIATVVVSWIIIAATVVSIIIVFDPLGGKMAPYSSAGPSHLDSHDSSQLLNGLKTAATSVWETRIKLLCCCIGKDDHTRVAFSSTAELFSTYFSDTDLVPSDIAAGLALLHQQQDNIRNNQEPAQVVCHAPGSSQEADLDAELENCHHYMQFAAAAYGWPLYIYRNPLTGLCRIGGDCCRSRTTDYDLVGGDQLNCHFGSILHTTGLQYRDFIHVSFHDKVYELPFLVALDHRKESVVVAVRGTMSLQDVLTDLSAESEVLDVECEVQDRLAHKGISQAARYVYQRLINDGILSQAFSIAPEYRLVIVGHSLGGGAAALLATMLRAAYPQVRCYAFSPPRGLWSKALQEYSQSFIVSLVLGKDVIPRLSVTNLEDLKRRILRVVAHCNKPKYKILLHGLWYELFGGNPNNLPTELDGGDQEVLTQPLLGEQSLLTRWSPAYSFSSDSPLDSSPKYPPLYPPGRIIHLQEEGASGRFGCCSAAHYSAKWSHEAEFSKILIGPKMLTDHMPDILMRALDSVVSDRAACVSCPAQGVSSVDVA
V-ATPase pHluor – regulators of yeast V-ATPase proton pumping, primary screen, pHLuorin cytosolic pH fluorescence | S. cerevisiae | response, % at 10 µM | hit rate 0.37% among 350,000; in the data active means response mostly above about 7.3%, no sharp cut-off; inactive means mostly below about 5.4%; further: actives read high; inactives centre near 0; some compounds called inactive have numbers as strong as hits; reference of the scale not given here
MOR-DOR ag – agonists of OPRM1-OPRD1 heterodimerization, primary screen, cell-based, luminescence; cells; Mu-type opioid receptor (Homo sapiens) + Delta-type opioid receptor (Homo sapiens), …; hit rate 0.3% among 340,000; activation, % at 9.3 µM; in the data active means activation above about 18%;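 further: 0% = vehicle-treated cells and 100% = reference agonist; values of inactives mirror those of a sister screen read the other way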
* hit, by the source's call; . = no result given.

SMILES	HTR5A ag ctr	Arr AP2 block	HTR5A inv ctr	PKA-R1A act	DSG3 Ab inh	PKA-R2B activ	OPRM1-OPRD1 inv	DAGLB inhibitor	V-ATPase pHluor	MOR-DOR ag
CCN(CC)C(=O)N1CCN(C(=O)N(CC)CC)CC1	0	11	-6	-4	79	-1	6	-2	2	-0.9
Cc1ccc(NC(=O)Nc2ccc3c(c2)N(C)C(=O)CS3)cc1C	0	-2	0	5	105	-12	-21	-3	-2	4.1
Nc1c(C(=O)NCC2CCCO2)sc2nc3c(c(-c4ccco4)c12)CC/C3=C\c1ccco1 (stereo not drawn)	-1	56*	2	8	76	8	0	6	-1	0.1
OCc1nnc2c3ccccc3c(-c3ccccc3)nn12	4	20	-10	-7	100	-3	21	-1	1	-3.6
Cc1ccc(C)c(CN2CCC(n3nccc3NC(=O)CCCc3ccccc3)CC2)c1	1	3	2	-4	.	-10	-24	-8	2	4.5
CCn1c(CC(=O)Nc2cccc(OC)c2)nnc1SCC(=O)N1CCN(c2ccccc2)CC1	-3	-2	6	-10	113	-7	15	0	-2	-2.8
CCOc1ccc(CN2CCN(Cc3cnc(N4CCOCC4)s3)CC2CCO)cc1 (stereo not drawn)	-4	21	-29	-12	103	4	-7	-1	-3	1.3
CC(C)(C)OC(=O)n1cc(/C=N/NC(=O)c2ccco2)c2ccccc21	-2	8	-11	-1	.	1	2	-2	2	-0.5
Cc1ccccc1NC(=S)NC1CCN(Cc2ccccc2)CC1	1	-4	15	-4	128	-3	-14	-2	-3	2.5
CCc1ccccc1NC(=O)C1C(c2ccccc2)C1(Cl)Cl (stereo not drawn)	-3	24	-14	-15	.	-13	2	-9	1	-0.3
NC(=O)c1sc2nc(-c3ccccc3)ccc2c1N	5	-1	-18	5	113	2	-9	1	-1	1.6
O=C(c1ccc([N+](=O)[O-])s1)N1CCc2ccccc2C1	-2	2	6	2	98	7	-13	0	-1	2.3
Cc1cccc(NC(=O)CSc2nncn2-c2ccccn2)c1	-2	0	6	3	100	2	6	-2	-1	-1.2
CCn1ncc(CNC(=O)C2(C)CC2(Br)Br)c1C (stereo not drawn)	7	-6	-12	-10	103	6	0	0	-4	0.1
COC(=O)C(=NNc1c(C)n(C)n(-c2ccccc2)c1=O)C(=O)OC	2	34	7	-8	102	-12	10	-1	-1	-2.2
Cc1nnc(SCC(=O)NC(=O)NCc2ccco2)s1	-1	0	3	-5	102	-6	-4	-2	1	0.7
Cc1ccccc1CNC(=O)C(=O)NCC1OCCCN1S(=O)(=O)c1cccs1 (stereo not drawn)	0	29	13	2	110	-4	14	-3	-3	-4.4
Cc1cc(NC(c2cccnc2)c2c(C)[nH]c3ccccc23)no1 (stereo not drawn)	-2	10	10	-1	111	1	-2	-1	0	0.4
O=C(CN1CCN(C(=O)CN2C(=O)NC3(CCCC3)C2=O)CC1)Nc1cccc(F)c1	-2	-1	4	11	107	4	3	1	-1	-0.8
N#C/C(=C\c1ccc(Cl)c([N+](=O)[O-])c1)c1ccccn1	-11	-4	27	-19	100	1	-36	-2	2	6.9
Cc1ccc2c(c1)N(CC(=O)NC1CCCC1)C(=O)c1cccnc1O2	-5	-1	12	1	104	-1	8	-3	-1	-1.6
Cc1[nH]nc(N)c1-c1ccc(Cl)cc1	3	-2	8	-5	129	-12	11	0	0	-2.1
O=S(=O)(Nc1cccc2ccccc12)c1cccc2nonc12	-3	-21	31	-6	102	-4	13	7	2	-2.6
COCC(=O)Nc1ccc(N2CCN(c3ccccc3)CC2)c(F)c1	-2	-8	7	-2	94	1	10	-2	1	-2.2
COc1ccc(/C=C(/NC(=O)c2ccccc2OC)C(=O)Nc2ccc(C(=O)O)cc2)cc1	-4	21	6	0	111	-4	17	1	-1	-3.1
CCOc1cc(N2CCOCC2)c(OCC)cc1NC(=O)COC(=O)c1cccc2ccccc12	0	-3	-1	3	74	-10	-4	0	7	0.6
CCN(c1ccccc1)S(=O)(=O)c1ccc2ccccc2c1	1	-2	-3	-8	114	6	0	-6	-4	-0.1
Cc1ccc(C)c(NC(=O)NCc2ccccn2)c1	-1	27	1	-3	97	4	23	0	2	-4.5
Cc1ccc(C)c(NC(=O)C2CC(=O)N(C(C)C)C2)c1 (stereo not drawn)	-3	-1	1	-23	.	-14	13	0	-1	-2.4
CCCCCCNc1c(C(=O)OCC)c(=O)[nH]c2ccccc12	7	1	7	3	99	-9	-1	-4	-5	0.2
CCOC(=O)c1oc2ccc(Br)cc2c1COC(=O)C1=COCCO1	1	14	-3	2	97	-13	8	-2	0	-1.5
CCC(=O)Nc1sc(Cc2ccc3c(c2)OCO3)c(C)c1C(N)=O	6	-9	-13	-3	94	5	7	2	10	-1.4
CN1CCN(C(=O)CN(C2CCCCC2)S(=O)(=O)c2ccc(Br)cc2)CC1	10	-2	5	1	101	-11	-4	2	2	0.7
Cc1nc(NC(C)C)c2cnn(CCc3ccccc3)c2n1	-4	14	-3	-4	98	8	-6	-1	-4	1.1
O=C(NCCN1CCN(c2ccccc2F)CC1)C1CCCN(S(=O)(=O)c2cnc[nH]2)C1 (stereo not drawn)	5	1	-15	5	106	-5	12	2	-4	-2.4
Nc1nnc(SCC(=O)NC2CCCCC2)s1	3	-4	-25	-6	.	3	7	0	1	-1.5
O=C(COC(=O)c1cc([N+](=O)[O-])ccc1NCCO)NCc1cccs1	5	5	-14	-6	99	5	-2	2	7	0.5
Cc1cc(/C=N/NC(=O)Cn2c3ccccc3c(=O)c3ccccc32)c(C)n1-c1ccccc1	-8	8	20	-9	94	12	16	-1	1	-2.7
CNC(=O)NC(=O)COC(=O)c1cccc(S(=O)(=O)N2CC3(C)CC2CC(C)(C)C3)c1 (stereo not drawn)	-5	-11	13	-9	101	-15	4	-2	-1	-0.7
CC(=O)Nc1ccc(S(=O)(=O)Nc2cccc(NC(=O)C(C)(C)C)c2)cc1	-2	10	-2	-2	102	-7	17	-3	2	-3.2

Some of these compounds in order of their number in OPRM1-OPRD1 inv, rising:
smiles,Arr AP2 block,PKA-R1A act,DSG3 Ab inh,PKA-R2B activ,OPRM1-OPRD1 inv,DAGLB inhibitor,V-ATPase pHluor,MOR-DOR ag
CCOc1cc(N2CCOCC2)c(OCC)cc1NC(=O)COC(=O)c1cccc2ccccc12,-3,3,74,-10,-4,0,7,0.6
Cc1ccc2c(c1)N(CC(=O)NC1CCCC1)C(=O)c1cccnc1O2,-1,1,104,-1,8,-3,-1,-1.6
O=S(=O)(Nc1cccc2ccccc12)c1cccc2nonc12,-21,-6,102,-4,13,7,2,-2.6

Continued.
SMILES	HTR5A ag ctr	Arr AP2 block	HTR5A inv ctr	PKA-R1A act	DSG3 Ab inh	PKA-R2B activ	OPRM1-OPRD1 inv	DAGLB inhibitor	V-ATPase pHluor	MOR-DOR ag
Cc1cc(/C=C(\C#N)C(=O)OCC#N)c(C)n1CC(C)C	-3	26	8	-6	103	-3	-4	-2	-1	0.7
Cc1nn(-c2ccccc2)c(Cl)c1C(=O)Nc1ccc(N2CCOCC2)cc1	0	-10	-10	-4	96	4	15	0	2	-2.9
CC1(C)OC(=O)C(=CNCC(=O)NCC(=O)O)C(=O)O1	4	9	-6	0	98	-3	10	1	5	-1.8
CC(=O)Nc1ccc(NC(=O)C(NC(=O)c2ccc(Cl)cc2)C(C)C)cc1 (stereo not drawn)	.	.	.	2	98	8	.	0	-4	.
COc1ccc(C(=O)Cc2cnn(-c3ccccc3)c2)c(O)c1	2	15	-27	-16	104	4	16	-8	2	-2.8
O=C(CO/N=C/c1ccc(OC(F)F)cc1)NC1CCCCCC1	4	38	-12	-6	99	-1	-8	-1	2	1.7
NC(=O)CSc1nnc(-c2cc3ccccc3o2)n1Cc1ccccc1	-2	3	-5	-10	.	1	9	-1	-4	-2.1
O=C(NC(=S)Nc1cccnc1)c1cc2ccccc2o1	1	17	-9	1	100	7	19	-1	-3	-3.7
O=C1OCCN1CCNCc1cn(-c2ccc(F)cc2)nc1-c1ccccc1Cl	-1	-1	0	0	123	-10	12	-2	-1	-2.3
C=CCNC(=S)NNC(=O)CC12CC3CC(CC(C3)C1)C2	-6	24	-27	-9	96	2	12	-3	-1	-2.4
COc1ccc(C(=O)Nc2ccccc2C(=O)N2CCOCC2)cc1	-1	-9	2	-5	110	5	3	3	1	-0.5
COc1ccc(CNC(=O)CSc2cc(=O)n(C)c3ccccc23)cc1	-1	1	-17	-5	113	-3	22	1	-4	-4.8
COc1ccc(NC(=O)c2cc(S(=O)(=O)N3CCCC3)c[nH]2)cc1	5	2	-14	-10	102	1	10	-2	3	-1.7
COc1cc(OC)cc(C2=NCCN2)c1	1	-4	-4	3	104	-1	4	1	-1	-0.8
Cc1ccc(OCCNC(=O)c2cccc(S(=O)(=O)NCc3ccccc3)c2)cc1	-4	22	9	4	99	-1	-5	0	10	1.0
Cc1ccc(NS(=O)(=O)c2cc(C(=O)NCc3ccccn3)ccc2Cl)cc1	-4	-4	10	-6	103	-1	-14	-2	0	2.3
CCOc1ccccc1NC(=O)Cn1c(=O)oc2ccccc21	-1	26	-15	3	104	-4	24	-1	1	-4.8
CN1C(=O)c2cccc(NC(=O)C3CCCCC3)c2C1=O	-5	1	15	-8	106	-6	-5	-4	-6	1.1
O=c1[nH]nc(Cc2ncc(C(F)(F)F)cc2Cl)c2ccccc12	-3	4	11	-9	100	8	17	1	-4	-3.7
COc1ccc(Nc2nnc(-c3ccccc3)c3ccccc23)cc1C(=O)N1CCCCC1	2	-1	-6	-9	93	-11	-9	3	4	1.3
O=C(CCCN1C(=O)/C(=C/c2ccccc2Cl)SC1=S)Nc1ccccn1	-1	2	2	4	97	0	5	-1	0	-0.9
COc1cc(CCCN2C(N)=NC[C@@H]2Cc2ccc(O)cc2)cc(OC)c1OC	3	-1	-8	4	104	-3	12	1	-1	-2.1
Oc1c(Cl)c(Cl)c2ncccc2c1Cl	3	-1	-10	-3	94	-4	2	2	7	-0.4
Cc1ccc(S(=O)(=O)NC2CC2)cc1	4	-2	-14	5	110	7	19	0	-2	-3.8
COc1ccc(NC(=O)C/C(C)=N/NC(=O)c2ccncc2)c([N+](=O)[O-])c1	-4	-15	11	4	100	-3	2	2	-1	-0.4
Cc1cccc(C)c1NC(=O)NN1C(C)CCCC1C (stereo not drawn)	8	1	19	-8	95	-7	6	1	1	-1.1
CCCC1=Nc2cc(C(=O)NCCN3CCCC3)ccc2Sc2ccccc21	-1	5	2	1	.	-7	10	1	8	-1.9
